Compound activity: PubChem BioAssay, Broad Institute
CASP6 VEID inh = inhibitors of human caspase-6; purified caspase-6, Z-VEID-R110 cleavage fluorescence; inhibition, % at 12.5 µM; actives 0.53% (n = 350,000); AID 686996;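 active means mean inhibition across replicates at least about 35%, with every replicate also reaching that limit, limit read from the data; inconclusive means only one of the two criteria met; inactive means neither criterion met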;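 further: 0% = median of neutral control wells and 100% = no fluorescence left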
Target sequence (P55212 24-179 limits assumed): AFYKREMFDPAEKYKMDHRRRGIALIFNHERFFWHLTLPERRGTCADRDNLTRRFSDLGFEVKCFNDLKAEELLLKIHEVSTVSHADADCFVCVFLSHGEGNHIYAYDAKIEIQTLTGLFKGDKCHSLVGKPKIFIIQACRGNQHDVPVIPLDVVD
Target sequence (P55212 194-293 limits assumed): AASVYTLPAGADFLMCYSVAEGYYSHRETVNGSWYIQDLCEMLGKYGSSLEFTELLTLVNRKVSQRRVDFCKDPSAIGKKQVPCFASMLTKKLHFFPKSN
SIRT5 inh = blocks human SIRT5 desuccinylation of peptide. actives 1.1% (n = 330,000). Purified SirT5, succinyl-peptide AMC, trypsin-coupled fluorescence. Q9NXA8. inhibition, % at 15 µM. AID 652115; in the data active means inhibition above about 15%; inconclusive means no clear call, values can overlap the other calls
Target sequence (Q9NXA8 whole entry, looked up): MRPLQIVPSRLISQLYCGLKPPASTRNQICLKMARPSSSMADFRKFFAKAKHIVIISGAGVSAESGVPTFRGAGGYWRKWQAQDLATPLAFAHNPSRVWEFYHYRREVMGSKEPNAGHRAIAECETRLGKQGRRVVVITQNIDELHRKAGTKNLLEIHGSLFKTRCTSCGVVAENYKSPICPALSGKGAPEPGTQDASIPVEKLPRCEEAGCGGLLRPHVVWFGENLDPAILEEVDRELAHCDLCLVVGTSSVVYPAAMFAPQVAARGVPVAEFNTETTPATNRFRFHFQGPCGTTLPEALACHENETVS
ARNT TACC3 PPI = ARNT/TACC3 interaction disruption. Q9Y6A5. AlphaScreen His-ARNT PAS-B/GST-TACC3 binding, luminescence; TACC3 fragment carries E629A point mutation. inhibition, % at 9.99 µM. actives 0.66% (n = 390,000);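 active means mean inhibition of replicates at least 50% and at least half of replicates each reaching 50%; inconclusive means half or more replicates reach 50% but mean below 50%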;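 further: 0% = complete ARNT plus TACC3 wells and 100% = ARNT alone without TACC3; many hits fall short of the cut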
PAX8 reporter = lowers PAX8-driven luciferase in RMG-I cells; actives 1.2% (n = 360,000); RMG-I TPO-luciferase reporter, SteadyGlo, 24 h; inhibition, % at 12.6 µM; AID 652154;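 active means mean replicate inhibition at least 60% with every replicate also reaching 60%; inconclusive means only one of the two criteria is met; inactive means mean below 60% and not all replicates reaching 60%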;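 further: luciferase light reporting Pax8 driven TPO promoter activity; plate controls were median of neutral control wells for no effect and mitoxantrone controls for full effect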
LGR2 inh = inhibitors of bursicon-induced Drosophila LGR2 receptor cAMP signaling. HEK293 LGR2, CRE-luciferase, bursicon-stimulated, 4 h. inhibition, % at 9.99 µM. actives 0.35% (n = 380,000);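 active means drop in luminescence signal, shown as inhibition above about 50% in the replicate tests, limit read from the data, passing the limit was not always enough; inconclusive means probably only some replicates passing the limit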;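 further: agonist challenge used bursicon conditioned medium at about half maximal strength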
EWS-Fli inh = EWS/Fli transcriptional activity inhibition | A673 NR0B1-luciferase reporter, viability-normalised | inhibition, % at 12.6 µM | actives 0.67% (n = 350,000) | AID 651661;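 active means mean inhibition of at least 50% after viability correction, with every replicate also passing that limit; inconclusive means mean reaches 50% but only one of two replicates passes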;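 further: firefly luciferase signal divided by Alamar Blue viability fluorescence both relative to DMSO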
DENV2 CPE = DENV2-induced cell death inhibition; DENV2-infected cells, cytopathic effect rescue, plate reader; CPE inhibition, % at 9.99 µM; actives 1.7% (n = 350,000); AID 651640; in the data active means CPE inhibition above about 20%, passing the limit was not always enough; inconclusive means no clear call, values can overlap the other calls; tested in BHK-21 cells;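 further: 0% = median of neutral control wells and 100% = median of positive control wells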
* marks the source's active call; other numbers are inactive results; ? = inconclusive; · = no result given.

SMILES	CASP6 VEID inh	SIRT5 inh	ARNT TACC3 PPI	PAX8 reporter	LGR2 inh	EWS-Fli inh	DENV2 CPE
Cc1c(C(=O)NNc2cc(=O)n(C)c(=O)n2C)cccc1[N+](=O)[O-]	1	-4	-1	-10	-5	7	?
COc1ccc(C(=O)NCc2csc(-c3cccs3)n2)cc1	4	3	-29	3	-10	-12	-6
O=C(NN1C(=O)NC2(CCCCC2)C1=O)c1ccc(-c2ccc(Cl)cc2)o1	3	-6	1	22	17	6	1
CCN(CC(=O)Nc1ccc(NC(C)=O)cc1)C(=O)/C=C/c1c(C)nn(-c2ccc(F)cc2)c1Cl	-71	4	-3	9	13	1	?
COCCNC(=O)Cn1nc(C)c([N+](=O)[O-])c1C	-1	1	0	6	-7	-14	5
Cc1cc(C)c2[nH]c(C(=O)Nc3ccc(F)cc3Br)cc2c1	-1	-2	2	-24	-21	-27	-5
COc1cccc(S(=O)(=O)Nc2ccc3c(c2)[C@H]2C[C@H](CC(=O)N(C)C)O[C@@H](CO)[C@H]2O3)c1	-1	8	-5	·	-5	-1	-3
COc1ccc(NC(=O)N(C)C[C@H]2Oc3ccc(NC(=O)Cc4cn(C)c5ccccc45)cc3CC(=O)N([C@@H](C)CO)C[C@H]2C)cc1	-1	2	18	16	-33	-1	13
S=C(NCc1ccccc1)Nc1ccc(Oc2ccccc2)cc1	1	-3	-1	7	2	-7	-16
C[C@@H]1CCCCO[C@H](CN(C)S(=O)(=O)c2cccs2)[C@H](C)CN([C@@H](C)CO)C(=O)c2cc(NS(=O)(=O)c3cn(C)cn3)ccc2O1	-4	10	4	16	1	-8	-5
CCOC(=O)C1(Cc2cccc(Cl)c2)CCCN(C(=O)C2CC2)C1 (stereo not given)	0	-3	17	-27	7	-19	-6
CCCCNC(=O)COC(=O)CNC(=O)c1cc(Cl)cc([N+](=O)[O-])c1	0	4	-13	3	-19	8	3
COc1cccc(CN2CCN(Cc3nc(-c4cccs4)oc3C)CC2CCO)c1 (stereo not given)	-1	0	4	12	3	2	4
COC(=O)c1cc(C(=O)NCCN2C(=O)S/C(=C\c3cccs3)C2=O)cc([N+](=O)[O-])c1	·	·	2	1	-18	·	·
C[C@@H](O)C#Cc1ccc([C@H]2[C@H](CO)N3CCCCN(CC4CC4)C[C@@H]23)cc1	6	21*	-5	1	7	-13	19
Cc1ccc(NC(=S)NNC(=S)NC2CCCCC2)cc1	0	·	-4	-21	3	-18	2
Cc1ccccc1NC(=O)c1cc(S(=O)(=O)Nc2cccc(C(=O)O)c2)ccc1Cl	4	-4	-6	3	1	-2	2
O=C(c1ccc2c(c1)OCO2)N1C[C@@H]2[C@H](c3ccccc31)[C@@H](CO)N2CC1CCCC1	-1	0	0	14	4	1	-2
O=C1CC(c2cccnc2)c2cc3c(cc2N1)OCO3 (stereo not given)	2	1	2	14	-10	4	0
COc1cccc2c1OCC(CN1CCN(Cc3ccccc3F)C(CCO)C1)=C2 (stereo not given)	-1	0	4	4	6	3	5

Part of the list above, limited to LGR2 inh and EWS-Fli inh.
| Structure | LGR2 inh | EWS-Fli inh |
| --- | --- | --- |
| C[C@@H](O)C#Cc1ccc([C@H]2[C@H](CO)N3CCCCN(CC4CC4)C[C@@H]23)cc1 | 7 | -13 |
| Cc1ccc(NC(=S)NNC(=S)NC2CCCCC2)cc1 | 3 | -18 |

The list continues:
SMILES	CASP6 VEID inh	SIRT5 inh	ARNT TACC3 PPI	PAX8 reporter	LGR2 inh	EWS-Fli inh	DENV2 CPE
C[C@@H]1CN([C@@H](C)CO)C(=O)Cc2cc(NC(=O)Cn3cnnn3)ccc2O[C@H]1CN(C)Cc1ccccc1	2	4	22	-13	1	-9	-9
CCc1cnc(N2[C@H](CO)[C@@H](c3ccc(C#CC(C)C)cc3)[C@@H]2C#N)s1	-3	2	11	2	26	20	5
C=CCN1C(=O)[C@@H]2Cc3c([nH]c4ccccc34)C(c3cc(OC)c(OC)c(OC)c3)N2C1=S (stereo not given in full)	-1	-3	-6	8	6	25	4
COc1ccc(CCC(=O)Nc2nnc(C(C)(C)C)s2)cc1	-1	-1	-1	7	12	13	2
Cc1ccc(SCC(=O)NNC(=O)c2ccccc2)cc1C	0	2	-3	4	-7	-4	5
CSc1ncnc2c1ncn2CCCNCC1CCCCC1	0	-1	·	-3	-31	-2	10
CCCOC(=O)CCCCCCCCC(O)CN1CCCCC1 (stereo not given)	-2	-2	-1	-11	-3	2	3
CS(=O)(=O)N1CCN(c2ccnc3cc(Cl)ccc23)CC1	-2	-1	-23	8	3	0	2
N#Cc1ccc(OCC(=O)N2CCN(C(=O)c3ccco3)CC2)cc1	2	-17	-4	0	0	-5	-1
CC1CCCCC1NC(=O)CC1Oc2ccccc2NC1=O (stereo not given)	-4	·	23	1	17	-5	6
CCCN(C)C[C@@H]1Oc2cc(C#CCC3CCCC3)ccc2S(=O)(=O)N([C@@H](C)CO)C[C@@H]1C	·	·	·	-8	3	-7	·
CC(=O)c1sc2nc(CSc3nncn3C)[nH]c(=O)c2c1C	0	3	-2	-7	·	-7	-5
O=C1C2CCCN2C(c2ccc(F)c(F)c2)N1c1cccc(Cl)c1 (stereo not given)	-1	-1	-1	-15	-3	-7	12
CCc1ccc(C(=O)NNC(=O)c2ccc(OCC(=O)N3CCOCC3)c(OC)c2)cc1	0	1	1	-7	18	6	-2
C/C=C/c1cnc2c(c1)C(=O)N([C@H](C)CO)C[C@H](C)[C@@H](CN(C)S(=O)(=O)c1ccc(C)cc1)O2	0	-1	-6	·	-2	2	3
CCn1c2ccccc2c2cc(NC(=O)c3cccc(OC)c3)ccc21	-2	-3	6	·	-69	-55	-1
CCNC(=O)C[C@@H]1CC[C@H]2[C@@H](COc3ccc(NC(C)=O)cc3C(=O)N2C)O1	1	-3	2	-20	12	0	-3
N#C[C@H]1[C@@H](c2ccccc2C2=CCCC2)[C@H](CO)N1C(=O)C1CCC1	0	2	·	4	10	0	-5
C[C@H]1C=C(C(=O)N2CCOCC2)O[C@@H](OCc2ccc(CO)cc2)C1	-2	-2	12	-21	6	2	3
CC1=NN(c2ccccc2)C(=O)/C1=C/c1cccs1	·	·	-19	-8	20	·	·
Cc1cccc(NC(=O)C23CCC(C)(C(=O)O2)C3(C)C)c1 (stereo not given)	1	-5	-5	16	-8	-6	-5
CCCC#Cc1ccc2c(c1)O[C@@H](CN(C)S(=O)(=O)c1cccc(OC)c1)[C@@H](C)CN([C@H](C)CO)S2(=O)=O	·	·	·	38	-6	23	·
O=C(C[C@H]1CC[C@H]2[C@@H](COC[C@H](O)CN2C(=O)c2ccccc2F)O1)N1CCCCC1	-6	0	1	-8	0	3	-3
CN(C)CCCN(C(=O)c1ccco1)c1nc2c(F)cc(F)cc2s1	1	-2	3	0	6	2	-1
COc1ccccc1N(CC(=O)N/N=C/c1ccc(C(=O)O)cc1)S(=O)(=O)c1ccc(C)cc1	-1	-2	8	1	6	5	1
Cc1ccc(C(=O)CN(CCCC(N)=O)S(=O)(=O)c2ccc([N+](=O)[O-])cc2)cc1	-1	-2	5	-13	6	10	-1
C[C@@H](NC(=O)C[C@@H]1C[C@H]2c3cc(NC(=O)CC4CC4)ccc3O[C@H]2[C@@H](CO)O1)c1ccccc1	-1	2	-4	·	12	3	0
CC(=O)N1[C@@H](CO)[C@@H](c2ccc(C3=CCCC3)cc2)C12CN(C(=O)NC(C)C)C2	-1	-1	·	-33	-5	-9	41*
C=CCn1c(=N)n(CC(O)COc2ccc(OC)cc2)c2ccccc21 (stereo not given)	-3	0	-2	13	-10	3	-5
COc1ccc(Cl)cc1N1CC(c2nc3ccccc3[nH]2)CC1=O (stereo not given)	-7	-1	7	16	25	9	?
O=C(O)c1cccc(CN2C(=O)SC(Nc3cccc4ccccc34)C2=O)c1 (stereo not given)	4	-6	-11	22	0	20	-3
Cn1nc(C(C)(C)C)cc1C(=O)N1CCCC(C)(C(=O)NS(=O)(=O)C2CC2)C1 (stereo not given)	-4	-3	·	3	-3	-3	-9
CCC(=O)N1[C@@H](CO)[C@@H](c2ccc(-c3ccc(C#N)cc3)cc2)C12CN(C(C)=O)C2	0	-4	·	0	-5	2	1
N#C/C(C(=O)N1CCOCC1)=C1/SC(Cc2ccccc2Cl)C(=O)N1c1ccccc1 (stereo not given)	0	0	-4	20	8	11	2
COc1ccc2cc(C(=O)N(C)CC(=O)Nc3ccccc3Br)ccc2c1	6	-2	-4	-82	-43	-113	0
COc1ccc(S(=O)(=O)Nc2ccc3c(c2)C(=O)N([C@@H](C)CO)C[C@H](C)[C@@H](CN(C)Cc2ccc4c(c2)OCO4)O3)cc1	4	-1	-6	-30	15	-2	4
C[C@@H]1CN([C@H](C)CO)C(=O)c2cc(NS(=O)(=O)c3ccc(Cl)cc3)ccc2O[C@@H](C)CCCCO[C@H]1CN(C)C(=O)C1CCCCC1	1	4	4	85*	22	8	-1
C[C@@H]1CN([C@H](C)CO)C(=O)c2cc(N(C)C)ccc2O[C@H]1CN(C)C(=O)Nc1ccc2c(c1)OCO2	-1	1	1	-19	10	-4	-4
CC(C)(C)NC(=O)C1c2ccccc2OCC(=O)N1Cc1ccc2c(c1)OCO2 (stereo not given)	0	-11	·	-18	7	-6	?
Cc1c(C)c2ccc(OC(C)C(=O)N[C@@H](Cc3c[nH]c4ccccc34)C(=O)O)c(C)c2oc1=O (stereo not given in full)	-1	1	5	·	-8	11	1

Single entries from above.
Result for CN(C)CCCN(C(=O)c1ccco1)c1nc2c(F)cc(F)cc2s1 under LGR2 inh: 6
Result for C[C@@H]1CN([C@H](C)CO)C(=O)c2cc(N(C)C)ccc2O[C@H]1CN(C)C(=O)Nc1ccc2c(c1)OCO2 under CASP6 VEID inh: -1
Result for COc1ccccc1N(CC(=O)N/N=C/c1ccc(C(=O)O)cc1)S(=O)(=O)c1ccc(C)cc1 under SIRT5 inh: -2
Result for Cc1cccc(NC(=O)C23CCC(C)(C(=O)O2)C3(C)C)c1 (stereo not given) under CASP6 VEID inh: 1

Remaining list, next part.
SMILES	CASP6 VEID inh	SIRT5 inh	ARNT TACC3 PPI	PAX8 reporter	LGR2 inh	EWS-Fli inh	DENV2 CPE
C[C@H]1CN([C@@H](C)CO)C(=O)Cc2cc(NC(=O)Nc3cccc4ccccc34)ccc2O[C@H]1CN(C)S(=O)(=O)c1cn(C)cn1	-2	3	·	-17	2	-3	-3
Cc1ccc(OCCNC(=O)CN2C(=O)NC3(CCCC3)C2=O)cc1	0	-4	-4	5	-7	-1	7
S=c1[nH]nc(-c2ccncc2)n1/N=C/c1cn(-c2ccccc2)nc1-c1ccc(Cl)cc1	1	-2	·	-8	·	4	6
CCCCn1c(N)c(N(CC(C)C)C(=O)Cn2c(=O)oc3ccccc32)c(=O)[nH]c1=O	0	-1	-3	6	9	-1	-6
CN(c1ccccc1)c1nc(N)c([N+](=O)[O-])c(N2CCCCC2)n1	-1	2	9	-24	-20	-9	-1
C[C@H](CO)N1C[C@H](C)[C@@H](CN(C)Cc2ccc(C(=O)Nc3ccccc3N)cc2)Oc2c(NS(=O)(=O)c3cccs3)cccc2C1=O	-1	7	·	12	25	-4	-11
C[C@@H]1CCCCO[C@@H](CN(C)C(=O)C2CCCCC2)[C@@H](C)CN([C@@H](C)CO)C(=O)c2cc(NS(=O)(=O)c3ccc(F)cc3)ccc2O1	-1	3	-3	1	16	2	-4
Cc1c(C(=O)N2CCN(C/C=C/c3ccccc3)CC2)oc2c(F)cccc12	-5	-2	-1	12	-19	10	-10
COCC#Cc1ccc([C@H]2[C@@H](CO)N3C(=O)CN(C(=O)C4CC4)C[C@H]23)cc1	2	-2	·	-9	-4	17	9
CCOC(=O)c1ccc(S(=O)(=O)N2CCN(C3CC(=O)N(c4ccc(OC)cc4)C3=O)CC2)cc1 (stereo not given)	2	-15	-3	0	-21	2	-1
COC(=O)/C=C1\N/C(=N\c2nc(C)cc(C)n2)N(c2ccc(C)c(C)c2)C1=O	0	0	2	51	6	16	15
COc1cccc(-c2noc(-c3ccoc3C)n2)c1	0	-3	2	-131	-52	-75	-5
CCCCOC(=O)N/N=C/C=C/c1ccccc1	0	-2	-2	30	-28	-68	6
CC(=O)OCC(=O)C1(O)CCC2C3CCC4=CC(=O)CCC4(C)C3(F)C(O)CC21C (stereo not given)	-1	-5	8	7	8	6	5
O=S(=O)(CCN1CCOCC1)c1ccc(OC(F)(F)F)cc1	5	-4	1	5	2	9	1
